# Glioma ERSR ind = induces the endoplasmic reticulum stress response in human glioma cells | U87-MG GRP78 promoter luciferase reporter, 16 h | Potency, µM, without a hit: top-dose activation, usual class: activators | 420,000 tested, 0.02% active | AID 602332; also: potency is read from the fitted curve at half-maximal effect; series mostly up to about 76 µM; % of control where 0% means no effect; nearly all actives have a fitted effect of over 35% in size
#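 Stably transfected U87-MG human glioma cells carrying a GRP78-based luminescent sensor were seeded at 1000 cells/well, pin-dosed with compounds and incubated 16 h. Luciferase reagent was then added, and end-point luminescence was read after 10 min at room temperature.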
# RGS4 inhibitor = inhibitors of human regulator of G protein signaling 4. P49798. Transcreener GDP fluorescence polarization, RGS4-accelerated GTP hydrolysis. Potency, µM (top dose mostly 114 µM), for inactives: top-dose activity change, negative = inhibition, actives largely listed as inhibitors. 390,000 tested, 0.039% active. AID 504845; also: potency is read from the fitted curve at half-maximal effect; % is scaled to controls: 0 for no effect and ±100 for the full control effect; nearly all actives have a fitted effect of over 75% in size; some results filed as inactive show a strong effect at the top dose
# Target sequence (P49798 whole entry, looked up): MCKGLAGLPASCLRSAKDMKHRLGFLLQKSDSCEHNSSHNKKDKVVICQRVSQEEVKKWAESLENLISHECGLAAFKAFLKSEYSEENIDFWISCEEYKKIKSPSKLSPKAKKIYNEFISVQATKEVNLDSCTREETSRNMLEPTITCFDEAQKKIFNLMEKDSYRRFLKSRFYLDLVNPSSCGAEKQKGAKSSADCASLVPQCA
#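 MLSMR compounds (23 nl, pin-transferred) preincubated 10 min at room temperature with a 500nM (2x) first reagent, then RGS4 at 900nM (2x) plus Transcreener GDP mix added; fluorescence polarization (620/688 nm) read before and after 90 min at 30 °C.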
# rTrxR1 inhibitor = blocks rat thioredoxin reductase 1; O89049; recombinant rTrxR1, NADPH fluorescence consumption, selenite substrate; Potency, µM (titrated, usually from 114 µM), inactives show top-dose activity change, negative = inhibition, usual class: inhibitors; 390,000 tested, 1% active; also: potency is read from the fitted curve at half-maximal effect; % is scaled to controls: 0 for no effect and ±100 for the full control effect; nearly all actives have a fitted effect of over 65% in size
# Target sequence (O89049 whole entry, looked up): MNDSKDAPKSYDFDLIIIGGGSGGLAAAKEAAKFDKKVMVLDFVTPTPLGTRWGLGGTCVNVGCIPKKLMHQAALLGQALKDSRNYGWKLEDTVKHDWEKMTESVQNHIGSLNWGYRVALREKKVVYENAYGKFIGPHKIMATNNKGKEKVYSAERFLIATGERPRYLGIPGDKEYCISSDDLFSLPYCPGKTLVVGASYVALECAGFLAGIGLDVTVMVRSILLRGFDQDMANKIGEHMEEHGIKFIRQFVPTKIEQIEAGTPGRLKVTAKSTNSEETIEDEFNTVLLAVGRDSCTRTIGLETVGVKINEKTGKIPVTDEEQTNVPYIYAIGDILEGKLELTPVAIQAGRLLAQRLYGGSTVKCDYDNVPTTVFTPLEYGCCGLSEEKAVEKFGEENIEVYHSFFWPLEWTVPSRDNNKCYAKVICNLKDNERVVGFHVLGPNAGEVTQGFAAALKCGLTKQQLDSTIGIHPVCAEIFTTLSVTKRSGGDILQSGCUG
#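 Rat TrxR1 (90 nM in the dispensed reagent) was pre-reduced with 400 uM NADPH for 5 min at room temperature, then incubated with compound for 15 min. After 400 uM selenite was added, NADPH fluorescence (Ex 340/Em 450 nm) was followed for 8 min.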
# IDH1 R132H inh = blocks human mutant IDH1 R132H enzyme; 390,000 tested, 0.093% active; Potency, µM (titrated, usually from 76.6 µM), without a hit: at the highest dose activity change, negative = inhibition, most hits filed as inhibitors; IDH1-R132H enzyme, NADPH consumption, diaphorase/resazurin fluorescence; O75874; also: potency is read from the fitted curve at half-maximal effect; % is scaled to controls: 0 for no effect and ±100 for the full control effect; nearly all actives have a fitted effect of over 65% in size
#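 IDH1-R132H (0.5 ug/mL dispensed) in pH 7.5 Tris buffer was preincubated 30 min with compound, then given a substrate mix of 0.016 mM NADPH and 2 mM alpha-KG for 80 min at room temperature; remaining NADPH was read by diaphorase/resazurin fluorescence.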
# Vif-A3G inh = inhibitors of Vif-APOBEC3G interaction | HeLa A3G-eYFP + Vif (tagged APOBEC3G with the HIV-1 protein that degrades it), YFP fluorescence, overnight | 410,000 tested, 0.076% active | Potency, µM (series often up to 46.1 µM), without a hit: top-dose activity, negative = active, most hits filed as inhibitors | Q9HC16 | AID 602310;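 also: potency is read from the fitted curve at half-maximal effect; % is scaled to controls: 0 for no effect and ±100 for the full control effect; nearly all actives have a fitted effect of over 60% in size; hits raise eYFP signal because A3G escapes Vif-driven loss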
#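 Read-out is eYFP fluorescence (Ex 488/Em 500-530) from Vif-expressing HeLa A3G-eYFP cells; more signal means A3G escaped Vif-mediated degradation. Cells plated overnight, compound pinned in, incubated overnight at 37 deg C.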
# TrxR1 substrate = rat thioredoxin reductase 1 substrate activity. O89049. purified TrxR1 substrate turnover, NADPH consumption readout. Potency, µM (titrated, usually from 114 µM), without a hit: top-dose activity change, negative = substrate turnover. 390,000 tested, 0.01% active. AID 588456; also: potency is read from the fitted curve at half-maximal effect; % is scaled to controls: 0 for no effect and ±100 for the full control effect; nearly all actives have a fitted effect of over 50% in size
#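 Rat TrxR1, dispensed at 90 nM, was prereduced with 400 uM NADPH (final) for 5 min at ~22 deg C, then incubated with compound 15 min before 400 uM selenite. A first-read NADPH fluorescence drop versus no-compound background flagged substrates.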
# LDHA block = blocks human lactate dehydrogenase A. purified LDHA, NADH/diaphorase-resazurin fluorescence; active compounds read low. activity change, % (values are at about 110 or 230 µM). 480,000 tested, 0.15% active; in the data active = activity change below about -30%; inconclusive = mostly about -25% to -30%;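 also: plate controls were DMSO wells for no effect and wells without enzyme for full effect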
#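 Human LDH5 (2 nM) was incubated with 0.06 mM NADH and 0.2 mM pyruvate for 5 min at room temperature in Tris pH 7.4. Remaining NADH was coupled through diaphorase/resazurin, and resorufin fluorescence was read at 0 and 20 min.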
# USP1 inh = blocks the human USP1/UAF1 deubiquitinase complex | O94782 | recombinant USP1/UAF1, Ub-Rhodamine cleavage fluorescence | Potency, µM (titrated, usually from 57.1 µM), inactives show top-dose activity change, negative = inhibition, usual class: inhibitors | 390,000 tested, 0.23% active; also: potency is read from the fitted curve at half-maximal effect; % is scaled to controls: 0 for no effect and ±100 for the full control effect; nearly all actives have a fitted effect of over 60% in size; inactives centre near -12
#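 USP1/UAF1 complex at 1 nM was preincubated with compound for 15 min at room temperature, then Ub-Rho substrate (150nM final) was added. Fluorescence (480/540 nm) was read kinetically, 6 reads every 60 seconds.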
# Vif-A3F inh = blocks the Vif interaction with APOBEC3F; HeLa A3F-eYFP + Vif (tagged APOBEC3F with the HIV-1 protein that degrades it), YFP fluorescence increase; Potency, µM (doses to about 46.1 µM), for inactives: at the highest dose activity, negative = active; 390,000 tested, 0.2% active; AID 602313; also: potency is read from the fitted curve at half-maximal effect; % of control where 0% means no effect; nearly all actives have a fitted effect of over 65% in size
#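 HeLa cells stably expressing A3F-eYFP plus Vif, plated and incubated overnight at 37 deg C, then exposed to compounds overnight at 37 deg C. Blocked degradation read as raised yellow fluorescence (Ex 488/Em 500-530).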
# Active calls of the source: *; ? = inconclusive; nt = no result given; & = joins results of further samples; [ ] = dose if it differs, or a comment. Unless noted, calls follow the shape of the dose curve; as a rule, active = well fitted curve in the direction sought with a large enough effect; inconclusive = small, poorly fitted or top-dose-only effect, or another doubt; inactive = no such curve, though single readings can be large; an effect the other way counts as inactive or inconclusive. Not all compounds are listed, so the mix of outcomes need not match the whole.
Molecule,Glioma ERSR ind,RGS4 inhibitor,rTrxR1 inhibitor,IDH1 R132H inh,Vif-A3G inh,TrxR1 substrate,LDHA block,USP1 inh,Vif-A3F inh
CC1CCN(S(=O)(=O)c2cccc(C(=O)Nc3ccccn3)c2)CC1,-5.5%,-14.4%,1.2%,-6.5%,3.8%,-2.4%,-5.2,-6.4%,5.2%
COc1ccc(C(CNC(=O)c2cc(F)c(F)c(F)c2F)N2CCOCC2)cc1 (stereo not drawn),-3.8%,15.2%,17.3%[57.1 µM],-1.4%,-0.8%,4.2%[57.1 µM],-6.6,-1.3%,8.3%
CC(C(=O)Nc1ccccc1Sc1ccccc1)N(c1ccccc1)S(C)(=O)=O (stereo not drawn),3.4%,-5.6%,8.1%[57.1 µM],-1.6%,-10.2%,1.6%[57.1 µM],1.9&0.5,-2.0%,-0.2%
Nc1ccc2c(c1)C=C/C2=C\c1ccccc1,-0.7%,nt,-22.8%,nt,0.2%,-11.6%,-4.6,nt,nt
COc1cc(-c2n[nH]c(=S)n2-c2ccccc2C(F)(F)F)cc(OC)c1OC,-3.2%,-9.2%,?,1.9%,-2.6%,6.8%[57.1 µM],-12.3,6.9%,15.0%
Cc1ccc(S(=O)(=O)NCC(c2cccnc2)N(C)C)cc1 (stereo not drawn),-0.9%,-20.2%[11.4 µM],14.4%[57.1 µM],2.8%,-0.3%,12.2%[57.1 µM],-7.1,-12.3%,-7.4%
CC(=O)NCCn1c(SCC(=O)OCc2ccccc2)nc2ccccc2c1=O,-1.2%,3.0%,8.3%,-1.8%,1.4%,1.8%,-13.2,-5.5%,-22.6%
CCN(CC)CCN(C(=O)c1ccc2c(c1)CCCC2)c1nc2ccc(F)cc2s1,3.2%,-18.9%,-10.0%,6.4%,-4.6%,-8.2%,14.5,-25.9%,10.9%
CCCCCCCCNc1nc(Cl)nc(NCCN2CCOCC2)n1,3.3%,-2.8%,29.5%,4.6%,3.8%,0.9%,-8.6,-5.3%,1.5%
O=C(O)CCN1C(=O)C2C3c4ccccc4C(c4ccccc43)C2C1=O (stereo not drawn),-4.4%,-6.3%[11.4 µM],21.6%,-2.5%,-0.9%,4.9%,-7.6,-17.1%,-5.7%
COc1ccc(C2=C(C)C(N3CCC(C(=O)NCc4ccco4)CC3)=NS2(=O)=O)cc1,nt,-15.3%,-2.2%[57.1 µM],nt,nt,-0.7%[57.1 µM],-7.6,-3.5%,nt
CCOC(=O)C(NC(=O)CC)(Nc1cc(C)on1)C(F)(F)F (stereo not drawn),-6.1%,9.2%,12.5%[57.1 µM],3.5%,0.1%,-5.2%[57.1 µM],-2.9,-10.7%,-1.1%
S=C(Nc1ccccc1)N1N=CCC1c1ccccc1 (stereo not drawn),?,1.9%,-6.7%,-5.8%,1.8%,-8.5%,-4.4,0.8%,0.2%
Clc1cc(-c2ccc(/C=N/n3cnnc3)o2)ccc1Br,2.8%,9.0%,42.5%[activator],-11.1%,-11.4%,10.2%,-9.3,-17.8%,15.3%
COCCC(=O)NNS(=O)(=O)c1ccc(Cl)cc1,-5.9%,11.6%,-9.4%,4.4%,-0.3%,-3.9%,-6.4,-0.2%,3.1%
Cc1cc2[nH]c(=O)c(=O)[nH]c2cc1S(=O)(=O)Nc1cccc(C)c1C,8.4%,-5.8%,14.2%,-1.3%,-2.5%,6.2%,2.6,-18.0%,6.8%
CCC1CCCCN1C(=O)CSc1nnc(CNC(=O)COc2ccc(Cl)cc2)o1 (stereo not drawn),-4.1%,6.7%,15.2%,3.9%,0.4%,4.5%,-2.1,-14.9%,nt
O=C(O)c1ccc(Nc2ccc(Cl)c(Cl)c2)c([N+](=O)[O-])c1,2.9%,12.7%,-2.0%,-3.0%,-5.2%,-2.7%,1.4,-14.7%,-9.3%
Cc1ccc(NC(=S)Nc2c(C)n(C)n(-c3ccccc3)c2=O)cc1,-2.7%,-22.3%,-0.9%[57.1 µM],0.2%,0.1%,-4.8%[57.1 µM],3.8,-8.9%,5.3%
Cc1ccc(OCC(=O)N/N=C2/SCC(=O)N2Cc2ccccc2)cc1,-5.2%,18.8%,-7.1%,1.1%,0.0%,-11.0%,-5.6,-16.9%,5.3%
Cc1ccc(C2C(=O)N(C3CCC(C)CC3)CC(=O)N2C2CC2)cc1 (stereo not drawn),-3.0%,-17.8%,3.9%,3.5%,-1.2%,-4.9%,0.0,-20.8%,2.9%
CN(C(=O)CSc1nnc(-c2ccc([N+](=O)[O-])cc2)o1)C1CCCCC1,nt,8.9%,33.2%,nt,nt,6.9%,-0.9,10.4%,nt
O=C(COc1cccc(Cl)c1)Nc1ccc(N2CCOCC2)cc1,4.9%,-7.2%,9.2%,1.2%,2.8%,-4.1%,-0.4,-23.4%,3.3%
COc1ccc(CC(=O)c2c(O)cc(O)cc2O)cc1OC,0.4%,-18.5%,?,-1.1%,-7.6%,-5.9%,-3.7,-0.2%,0.2%
COc1cccc(C(=O)NCC2CCCN(C(=O)Cc3cccc(C)c3)C2)c1OC (stereo not drawn),-2.7%,nt,nt,5.8%,2.6%,nt,3.8,-24.5%,0.1%
CCC12CN3CC(C)(CN(C1)C3c1c(C)[nH]c3ccccc13)C2=O (stereo not drawn),1.7%,-13.8%,13.0%,-2.5%,4.9%,-1.7%,-0.8,?,-1.1%
Cc1ccc(NC(=O)c2nc[nH]c2C(=O)N[C@@H](C)c2ccccc2)cc1,-2.3%,-2.9%,9.2%,-7.6%,-2.6%,-6.4%,1.0,-21.8%,-3.3%
COc1ccc(/C=N/NC(=O)CNc2n[nH]c(=O)[nH]c2=O)cc1OC,-4.5%,-9.4%,1.1%[57.1 µM],-8.4%,-0.9%,1.4%[57.1 µM],-5.2,0.5%,6.0%
Cc1cc(-n2c(=S)sc3c(=O)n(-c4ccc(F)cc4)c(SCC(=O)O)nc32)ccc1Cl,3.5%,3.0%,-3.1%,26.1µM*,1.4%,-6.7%,-14.3,-7.3%,-2.9%
Cc1nc2cc(NC(=O)Nc3cccc([N+](=O)[O-])c3)ccc2n1C,-2.1%,-0.8%,42.3%[2.29 µM],5.2%,-1.7%,19.0%[2.29 µM],-4.8,-18.7%,3.1%
CCOC(=O)N1CCN(C(=O)CNC(=O)c2ccc(Cl)cc2)CC1,-3.5%,1.2%,15.6%,4.7%,0.7%,-0.9%,-3.8,-11.0%,-1.9%
CC(=O)Nc1cccc(-c2csc(Nc3cc(C)ccn3)n2)c1,6.5%,-11.6%,17.6%,4.6%,0.9%,9.5%,0.9,-10.8%,-5.4%
c1csc(-c2ccc3ccccc3n2)c1,4.2%,1.5%,-14.2%,4.0%,1.2%,17.0%[57.1 µM],2.9,-8.5%,-20.2%
CC(=O)/C(=C\N(C)C)Sc1ccc(C)cc1,-3.2%,1.5%,9.8%[11.4 µM],2.3%,0.2%,13.4%[11.4 µM],-0.1,-10.9%,-16.0%
CCN1CCCC1CNC(=O)C(=O)NC(C)c1ccccc1 (stereo not drawn),-4.4%,-18.6%,24.8%,21.0%,-2.1%,7.2%,-3.4,-26.8%,-34.6%
CC(=O)Nc1ccc(OCC(O)Cn2c(CO)nc3ccccc32)cc1 (stereo not drawn),-3.9%,15.4%,6.8%,10.8%,1.4%,-0.4%,1.5,-20.0%,1.9%
O=C(c1ccco1)N1N=C(c2ccc3nccnc3c2)CC1c1ccccc1 (stereo not drawn),1.4%,-6.3%,-7.9%,2.4%,-3.5%,-5.3%,-6.2,-22.1%,1.3%
O=C(Cc1ccccc1)N/N=C/c1ccc([N+](=O)[O-])s1,-4.8%,-1.6%,?,14.6%,-7.1%,-9.0%,-6.2,-8.1%,nt
CCOC(=O)c1c(NC(=O)CN2C(=O)NC3(CCCCCC3)C2=O)sc(C)c1-c1ccc(C)cc1,-6.7%,-3.1%,11.5%[57.1 µM],1.9%,1.3%,-13.0%,0.2,-10.6%,-6.8%
CC(=O)CCc1c(C)nc2ccc(C(=O)O)cc2c1Cl,-2.4%,6.9%,-4.1%[57.1 µM],3.8%,1.8%,6.5%[57.1 µM],1.3,0.9%,-10.1%
Cc1csc(NC(=O)c2cc(=O)[nH]c3ccc(S(=O)(=O)N4CCOCC4)cc23)n1,-1.0%,-19.2%,15.6%[11.4 µM],2.4%,-2.4%,5.6%[11.4 µM],0.9,-14.6%,-12.0%
Cn1ncc(Br)c1C(=O)NC1CCCCCCC1,8.9%,-30.4%,15.7%,7.2%,1.1%,7.1%,-2.9,-20.9%,2.1%
CC1CC(C)CN(C(=O)C(NS(=O)(=O)c2ccc3c(c2)oc(=O)n3C)C(C)C)C1 (stereo not drawn),-0.5%,-3.3%,12.5%,-5.5%,0.1%,-1.4%,-5.7,2.2%,-0.3%
